# DAX1 inh-1 – blocks DAX1 repression of SF-1 activated StAR promoter; HEK293T StAR-luciferase reporter, SF-1/DAX-1 repression relief; inhibition, % at 6.8 µM; actives 1.1% (n = 370,000); AID 652010;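 active = inhibition above the mean over all tested compounds plus 3 SD, cut at about 3.6% in these data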;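 note: 0% = DAX-1 cells with DMSO and 100% = cells lacking DAX-1 with DMSO; higher inhibition means more luminescence from relief of DAX-1 repression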
# PG9 binder – small molecules binding HIV-1 gp120 antibody PG9 | TR-FRET gp120-PG9 antibody binding | inhibition, % at 6.7 µM | actives 0.43% (n = 360,000); in the data active = inhibition above about 8.5%
# SMARCA2 act – increases SMARCA2 function in MMTV reporter cells. actives 1% (n = 370,000). activation, % at 9.1 µM. AID 652017. MG213 cells, MMTV-luciferase reporter, dexamethasone, overnight; in the data active = activation above about 7.8%;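 note: 0% = vehicle wells and 100% = reference activator wells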
# Rev-erbA mod – modulators of human Rev-erb alpha DNA binding; Rev-erbα–FITC-DNA binding, fluorescence polarization, 90 min; P20393; activity, % at 10 µM; AID 1259318; actives 0.79% (n = 370,000);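 active = activity above about 14%, limit read from the data; passing the limit was not always enough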;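 note: 0% = DMSO wells with 35 nM protein and 100% = DMSO wells with 750 nM protein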
# Target sequence (P20393 whole entry, looked up): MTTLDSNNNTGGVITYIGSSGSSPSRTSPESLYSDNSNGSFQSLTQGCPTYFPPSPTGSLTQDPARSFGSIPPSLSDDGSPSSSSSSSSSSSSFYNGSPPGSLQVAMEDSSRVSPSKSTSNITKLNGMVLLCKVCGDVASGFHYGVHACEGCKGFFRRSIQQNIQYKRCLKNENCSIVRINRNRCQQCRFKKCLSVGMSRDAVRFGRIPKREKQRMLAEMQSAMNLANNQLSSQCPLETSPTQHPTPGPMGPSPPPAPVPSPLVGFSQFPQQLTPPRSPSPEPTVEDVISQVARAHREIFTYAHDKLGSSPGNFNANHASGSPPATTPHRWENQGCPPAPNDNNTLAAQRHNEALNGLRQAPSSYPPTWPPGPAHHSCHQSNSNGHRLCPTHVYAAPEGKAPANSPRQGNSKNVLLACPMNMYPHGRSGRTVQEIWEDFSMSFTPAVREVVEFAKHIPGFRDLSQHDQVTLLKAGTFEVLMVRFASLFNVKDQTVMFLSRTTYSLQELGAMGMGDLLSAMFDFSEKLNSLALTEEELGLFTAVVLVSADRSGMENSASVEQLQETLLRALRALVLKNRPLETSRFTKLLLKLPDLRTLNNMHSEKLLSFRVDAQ
# hcDAF-12 act – H. contortus DAF-12 activation, primary screen. HEK293 hcDAF-12 lit1-tk-luc reporter, luminescence; 0% DMSO, 100% Δ7-dafachronic acid. activation, % at 6.8 µM. actives 1.4% (n = 370,000). AID 652067;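 active = activation above the mean of all tested compounds plus 3 SD, cut at about 5.5% in these data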;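 note: 100% = response to 3 µM Δ7-dafachronic acid high control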
# DAX1 inh-2 – inhibitors of human orphan nuclear receptor DAX1 (NR0B1); P51843; HEK293 Gal4-DAX1 luciferase reporter, luminescence; inhibition, % at 6.75 µM; actives 0.99% (n = 340,000); AID 504766;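 active = inhibition above the mean over all tested compounds plus 3 SD, cut at about 4.2% in these data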;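 note: 0% = DAX1-transfected cells with DMSO and 100% = empty-vector control cells with DMSO; inhibition shows as a rise in luminescence from relieved DAX1 repression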
# PLCb3 inh – blocks human PLC-beta3 enzyme activity; Q01970; Purified PLC-beta3, fluorogenic substrate, fluorescence; inhibition, % at 12.2 µM; actives 0.18% (n = 370,000); in the data active = inhibition above about 11%;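 note: 0% = median of compound wells on plate and 100% = full blocker control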
# ssDAF-12 act – activators of S. stercoralis DAF-12 nuclear receptor | actives 1% (n = 370,000) | AID 652126 | HEK293 ssDAF-12/GRIP1 lit1-tk-luc reporter, luminescence; % of 3 µM dafachronic acid response | activation, % at 6.8 µM;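 active = activation above the mean over all tested compounds plus 3 SD, cut at about 0.9% in these data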;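 note: 0% = DMSO-only wells and 100% = 3 µM delta7-dafachronic acid wells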
# sPLA2-III inh – Blocks human group III sPLA2 activity. inhibition, % at 12.2 µM. Q9NZ20. actives 0.56% (n = 370,000). QFRET BODIPY PC-A2 liposome hydrolysis, fluorescence. AID 743126;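 active = inhibition above mean plus 3 SD of compounds lying within the high and low control bounds, cut at about 19% in these data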;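 note: 0% = median of test compound wells and 100% = no enzyme DMSO wells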
# Target sequence (Q9NZ20 whole entry, looked up): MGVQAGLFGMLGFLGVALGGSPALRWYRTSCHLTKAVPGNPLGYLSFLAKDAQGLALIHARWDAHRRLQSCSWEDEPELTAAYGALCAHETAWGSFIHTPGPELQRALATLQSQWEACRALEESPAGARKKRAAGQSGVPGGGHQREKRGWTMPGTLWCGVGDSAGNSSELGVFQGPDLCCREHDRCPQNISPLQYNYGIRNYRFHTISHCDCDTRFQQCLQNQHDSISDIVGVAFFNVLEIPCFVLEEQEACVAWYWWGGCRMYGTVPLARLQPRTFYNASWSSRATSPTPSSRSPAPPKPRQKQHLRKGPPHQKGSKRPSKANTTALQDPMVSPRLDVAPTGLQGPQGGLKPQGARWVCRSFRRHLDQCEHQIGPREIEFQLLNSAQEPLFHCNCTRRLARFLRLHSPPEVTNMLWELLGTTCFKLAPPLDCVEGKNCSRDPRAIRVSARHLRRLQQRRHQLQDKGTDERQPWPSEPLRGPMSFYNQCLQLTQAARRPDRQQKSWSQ
# FXN GAA850 act – activators of GAA850 frataxin (FXN) promoter | activation, % at 6 µM | HEK293 lucGAA850 FXN promoter luciferase reporter, 24 h; percent of 10 µM SAHA response | actives 0.56% (n = 360,000);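 active = activation above the average of all compounds screened plus 3 SD, cutoff fixed separately per campaign, cut at about 7.5% in these data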;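 note: 0% = DMSO wells and 100% = 10 µM SAHA wells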
# hgDAF12 agonist – agonists of H. glycines DAF-12 nuclear receptor; HEK293 GAL4-hgDAF12 UAS-luciferase reporter, agonist luminescence; normalized to butyrate control; actives 1.8% (n = 370,000); activation, % at 6.8 µM; AID 687014;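 active = activation above a cutoff set at the mean of all screened compounds plus 3 SD, cut at about 10% in these data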;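 note: 0% = DMSO wells and 100% = sodium butyrate wells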
# * = called active by the depositor; i = inactive; / = no result given.
SMILES,DAX1 inh-1,PG9 binder,SMARCA2 act,Rev-erbA mod,hcDAF-12 act,DAX1 inh-2,PLCb3 inh,ssDAF-12 act,sPLA2-III inh,FXN GAA850 act,hgDAF12 agonist
Cc1ccc(C)c(C(O)c2ncc(-c3ccccc3Cl)[nH]2)c1 (stereo unspecified),0.2,-0.9,0,-9,-0.3,/,1,-1.5,-9,2.4,-0.5
CC(C)c1nc(C(N)=O)c2[nH]c(=O)n(-c3ccc(F)cc3)c2n1,-0.6,-0.4,-1,0,1.6,-0.5,-56,-1.3,2,1.4,1.7
CCCS(=O)(=O)N1CCCC(C(=O)NCCCN(CC)c2cccc(C)c2)C1 (stereo unspecified),-0.3,-0.4,0,-1,-1.5,-0.5,5,-1.8,9,-2.3,0.9
S=C(Nc1ccccc1Cl)N(Cc1cccnc1)Cc1ccco1,-0.1,0.3,-3,-5,-2.1,-0.1,-4,-2.3,-1,-0.4,-4.8
Cc1ccc(C(=O)OCC(=O)c2ccc(S(=O)(=O)N3CCCCC3)cc2)o1,0.0,1.1,-1,-5,-1.0,-1.2,-1,-1.0,-32,0.6,0.0
N/C(=N\N=Cc1ccc2c(c1)OCO2)NN=Cc1ccc2c(c1)OCO2,-3.5,0.7,-5,11,-1.1,1.9,-8,-1.4,11,1.3,-5.8
COc1ccc(/C(O)=C2/C(=O)C(=O)N(Cc3cccnc3)C2c2ccccn2)cc1 (stereo unspecified),-0.5,2.6,-2,1,-1.0,1.0,-4,-0.9,8,4.8,2.8
COC(=O)C[C@H]1CC[C@H]2[C@H](COc3ccc(NC(=O)Cc4cccs4)cc3C(=O)N2C)O1,1.2,/,-1,2,-1.8,/,5,-0.5,2,/,-0.8
Cc1cc([N+](=O)[O-])ccc1-c1ccc(/C=N/NC(=O)Cc2ccccc2)o1,-0.1,-3.7,0,5,-3.2,-0.7,-9,-0.5,1,1.7,1.3
O=Cc1cn(CCC(=O)O)nc1-c1cccc(Cl)c1,0.2,0.9,-3,-3,-0.2,-0.1,-2,-1.3,-1,-1.4,-1.0
CCn1c(C)nnc1SCC(=O)Nc1cccc(C(F)(F)F)c1,-0.5,-0.1,0,-1,0.1,-0.2,-5,-0.7,0,1.5,1.6
C=CCn1c(-c2ccccc2)n[nH]c1=S,0.0,1.9,0,1,-0.8,0.3,3,-1.4,5,0.7,0.8
CCN1CC(CN(C)Cc2nc(-c3ccc(OC)c4ccccc34)oc2C)CC1=O (stereo unspecified),-1.2,-0.3,-4,0,2.2,2.8,-219,-1.4,6,2.5,-0.2
Cc1cccc(CSc2nnc(CCCCCNC(=O)OC(C)(C)C)o2)c1,0.3,-2.1,-2,0,-1.0,2.0,-6,-0.1,-3,0.9,-0.2
COc1ccc(/C=N/n2c(-c3ccccc3)n[nH]c2=S)cc1,-0.2,-1.7,-1,3,-1.2,1.8,-5,-0.1,13,1.5,-2.9
CCOC(=O)N1CCN(C(=O)c2cccn3c(=O)c4cc(Br)ccc4nc23)CC1,0.0,-1.6,-2,-2,0.0,0.6,-447,-1.9,-1,0.4,-1.6
Fc1ccc(-c2nc3c(Cl)cc(C(F)(F)F)cn3c2Cl)cc1,0.7,1.4,4,35*,9.6*,7.9*,-2,0.5,2,1.2,5.8
CC(C)(C)C1CCC(=NOC(=O)c2ccc(F)cc2)CC1 (stereo unspecified),-0.3,-1.1,0,-9,-1.3,0.3,-5,-1.9,1,-0.5,-1.0
NC(=O)C1CCN(C(=O)c2cc(S(=O)(=O)N3CCN(c4ccccc4)CC3)ccc2Cl)CC1,-1.6,-1.3,-1,-1,-2.6,0.2,-4,-1.5,-3,-0.5,-0.4
O=C1c2ccc3c4c(ccc(c24)C(=O)N1CCCCO)C(=O)N(CCCCO)C3=O,-5.4,-8.5,-8,1,0.0,-5.1,-26,-2.1,3,-7.0,-6.6
O=C(COC(=O)c1c2c(nc3ccccc13)CCCC2)c1cccs1,0.3,0.9,0,2,-0.2,-1.8,-5,-1.1,-13,2.5,0.1
COc1ccc(NC(=O)COC(=O)c2ccc3ccccc3n2)c(OC)c1,1.8,-2.3,0,5,0.7,1.6,-3,-1.1,-6,0.4,3.8
COc1ccc(C2C(C(=O)OCC(=O)NC(C)(C)C)CCC(=O)N2c2ccc(C)cc2)cc1OC (stereo unspecified),-0.7,1.1,-4,3,-1.0,1.7,-4,-1.0,7,-2.3,2.0
CN1C(=O)c2cccc3c(S(=O)(=O)Nc4ccc(O)c(C(=O)O)c4)ccc1c23,0.5,-1.1,5,2,2.0,0.5,-9,0.6,-17,-1.0,-0.7
CC(C)CC(=O)N1CCC(N2CCN(c3ccccc3)CC2)CC1,0.0,0.4,-2,-3,0.9,0.2,2,-1.5,2,0.1,2.0
CCCc1nn(C)c2c1C(c1ccncc1)C(C#N)=C(N)O2 (stereo unspecified),0.3,1.6,-1,7,-1.1,-0.3,0,-1.5,-2,-1.7,1.3
O=C(Nc1ccc(CN2CCCCC2)cc1)c1ccc(Br)o1,2.3,-0.1,1,-2,-1.2,0.0,0,-0.3,1,4.2,1.3
c1ccc(-c2nc3c4ccccc4ccn3c2CC2CCCCC2)cc1,1.2,-1.8,4,-2,5.6*,/,-6,0.5,-3,/,6.0
COC(=O)Cc1c(O)ccn(CCc2c[nH]c3ccccc23)c1=O,-0.3,-2.5,2,-2,0.0,0.7,-2,-1.5,1,1.1,3.8
CC(=O)NC[C@H]1O[C@@H](n2ccc(N)nc2=O)[C@H](O)[C@@H]1O,0.9,0.1,-3,-1,2.5,-0.3,9,-1.2,6,-1.9,0.0
Clc1ccc(-n2c(Cc3cccs3)nnc2SC/C=C/c2ccccc2)cc1,-0.5,/,-7,-1,0.9,/,-5,-1.3,-1,/,-0.9
CC(NC(=O)CCSCc1ccccc1F)c1ccccc1 (stereo unspecified),0.0,-3.1,12*,1,2.7,0.3,-2,-1.3,-1,3.2,6.1
Cc1cc(C)c(NC(=O)CN2C(=O)NC3(CCOc4ccccc43)C2=O)c(C)c1 (stereo unspecified),0.6,1.9,-4,-2,-0.7,0.7,-1,-0.7,0,-0.1,-4.2
O=C(NCc1ccc(C(=O)N2CCCC2)cc1)c1cccc(Br)c1,-0.2,/,-1,-3,0.7,/,2,-1.4,-1,/,1.0
O=C(COC(=O)c1ccccc1Br)NCCC1=CCCCC1,0.6,0.0,7,-7,-0.1,2.4,-7,-1.0,-3,2.6,4.8
O=C(Nc1ccccc1F)c1ccc(CNS(=O)(=O)c2cccc(C(F)(F)F)c2)cc1,-0.7,-1.1,1,-2,0.5,-0.3,1,-1.2,-12,0.1,2.3

# Arranged by the number under PG9 binder (smallest number first): three of the compounds above
Structure | DAX1 inh-1 | PG9 binder | SMARCA2 act | Rev-erbA mod | hcDAF-12 act | DAX1 inh-2 | PLCb3 inh | ssDAF-12 act | sPLA2-III inh
O=C(Nc1ccccc1F)c1ccc(CNS(=O)(=O)c2cccc(C(F)(F)F)c2)cc1 | -0.7 | -1.1 | 1 | -2 | 0.5 | -0.3 | 1 | -1.2 | -12
O=C(Nc1ccc(CN2CCCCC2)cc1)c1ccc(Br)o1 | 2.3 | -0.1 | 1 | -2 | -1.2 | 0.0 | 0 | -0.3 | 1
CCCc1nn(C)c2c1C(c1ccncc1)C(C#N)=C(N)O2 (stereo unspecified) | 0.3 | 1.6 | -1 | 7 | -1.1 | -0.3 | 0 | -1.5 | -2

# Additional results follow:
SMILES,DAX1 inh-1,PG9 binder,SMARCA2 act,Rev-erbA mod,hcDAF-12 act,DAX1 inh-2,PLCb3 inh,ssDAF-12 act,sPLA2-III inh,FXN GAA850 act,hgDAF12 agonist
CCN1CCN(c2ccc(S(=O)(=O)N3CCCCC3)cc2NC(=O)COc2ccc(F)cc2Cl)CC1,-2.8,-2.4,7,9,-0.7,-0.8,-5,-1.9,-23,-1.3,-1.4
Cc1ccc(S(=O)(=O)N2CCOCC2)cc1C(=O)NCC1CCCO1 (stereo unspecified),1.9,-1.0,-2,6,-0.4,1.3,-2,-1.2,1,0.6,0.5
COc1ccc(-c2nc(CSCC(=O)NC3CCN(Cc4ccccc4)CC3)c(C)o2)cc1OC,-2.0,-0.3,-2,7,0.0,-0.7,-7,-1.9,-2,-11,-2.0
CCN(CC)CCCNC(=O)c1cn(C(C)c2ccccc2)nn1 (stereo unspecified),0.6,/,-5,2,-1.6,/,0,-1.2,1,/,5.3
Cc1ccc(C)c(N2CCN(C(=O)CCCCn3c(=O)[nH]c4ccccc4c3=O)CC2)c1,-0.2,-1.3,-4,-4,-1.1,-2.2,1,-0.8,-6,2.6,-0.4
COc1cccc(NC(=O)CN(C)C(=O)c2cc(-c3ccc(C)o3)nc3ccccc23)c1,-3.0,-0.5,1,5,-2.5,-0.4,i,-1.6,-15,-1.2,0.2
COCCN(C(=O)c1cc(Cl)nc2ccccc12)c1c(N)n(Cc2ccccc2)c(=O)[nH]c1=O,-1.2,0.5,1,7,-0.1,0.0,-3,-1.1,-4,-0.1,0.6
CC(C)(C)c1cc[n+](/C(C(=S)NC2CC2)=C(/[O-])c2ccc(Cl)s2)cc1,0.0,-2.3,-1,0,-1.9,0.6,-1,-0.3,1,2.4,2.7
COc1ccc(S(=O)(=O)N2CC(O)CC2C(=O)Nc2cccnc2)cc1 (stereo unspecified),0.4,-0.2,-3,5,0.1,-0.3,-8,-0.8,7,1.4,0.6
Cc1ccc(CNC(=O)c2cnc(-c3ccccn3)nc2C(F)(F)F)cc1,0.2,0.1,-3,1,-2.0,0.7,4,-0.7,4,1.1,-0.4
CSc1cccc(NC(=O)CCCOc2ccc(Cl)cc2Cl)c1,-0.3,-2.1,3,3,-2.0,0.4,6,-1.2,7,0.1,1.9
NC(=O)c1cccc(-c2csc(C(O)c3ccccc3)n2)c1 (stereo unspecified),0.1,-0.1,-1,-4,1.1,/,-20,0.0,-3,3.6,-0.3
CCS(=O)(=O)N1CCC(C(=O)O)CC1,0.4,-1.8,-1,-2,-0.6,3.1,5,-0.8,0,6.1,0.0
CN(CC(=O)O/N=C(\N)c1ccccn1)S(=O)(=O)c1cc(Cl)ccc1Cl,-1.0,-0.3,-3,5,-0.3,0.3,-2,-1.6,1,1.2,-1.8
COC(=O)C1=C[C@@H](C(=O)OC)[C@@H]2C3=C(C(=O)[C@@]2(C)NC(=O)c2ccccc2)[C@H](c2ccccc2)[C@@H]2C(=O)NC(=O)[C@@H]2[C@@H]3C1,-1.1,-0.5,0,0,0.7,0.9,-2,-1.0,-3,2.5,0.3
COc1cccc(CN(C)C(=O)c2cccc(S(=O)(=O)N3CCN(c4ccc(F)cc4)CC3)c2)c1OC,-6.3,-1.1,-6,-6,-3.8,-1.9,-7,-2.3,-3,-5.0,-5.2
COc1ccc(-c2n[nH]c(C)c2-c2ccc(Cl)cc2)c(O)c1OC,-2.4,-1.9,-3,-4,-2.3,-1.2,-1,-1.2,-37,-6.8,-5.4
O=S1(=O)CCN(Cc2ccc(F)cc2)CC1,-0.4,0.1,1,-3,1.4,0.3,-4,-1.0,2,-0.1,7.6
CCCCc1nc(NCc2ccccc2)c(C#N)c2c1COC(C)(C)C2,-0.4,-1.8,-1,3,-1.5,1.0,2,-1.4,11,0.1,2.3
CC(=O)c1nc(N2C(=O)CC(Cc3ccc(C)cc3)C2=O)sc1C (stereo unspecified),-0.4,3.4,-4,-4,-0.3,0.1,-4,-1.2,4,0.4,2.0
